Bioassay records (PubChem BioAssay)
hERG WT inh: KCNH2 (human, wildtype) channel inhibition; U2OS, BacMam KCNH2, thallium flux FluxOr; hits give low values; activity change, % at 1.84 µM; 340,000 tested, 0.37% active; AID 720551;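 active means maximum activity change below -70%; inconclusive means maximum activity change between -70% and -50%; inactive means maximum activity change above -50%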
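U2OS cells were transduced with wild-type KCNH2 virus (2.03 x 10^8 / mL) for 4 h at room temperature, then cultured overnight at 37 C. Thallium flux was read with FluxOr dye. Rate constants were normalized to DMSO controls.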
uPA generation: blocks generation of uPA at the cell surface | AID 540303 | cell surface uPA generation assay, qHTS | 330,000 tested, 0.31% active | Potency, µM (top dose mostly 38.3 µM), without a hit: at the top dose activity change, negative = inhibition, most hits filed as inhibitors; active means well fitted inhibition curve with a large enough effect; inconclusive means small, poorly fitted or top-dose-only effect; inactive means no such curve, though single readings can be large or run the other way; tested in mouse RAW 264.7 cells; further: potency means the concentration at half of the fitted maximal effect; nearly all actives have a fitted effect of over 55% in size
Giardia kill: kills Giardia lamblia | AID 540267 | Giardia lamblia trophozoite viability | 340,000 tested, 0.15% active | activity change, % at 7.66 µM, hits read low; in the data active means activity change below about -80%; inconclusive means between about -30% and that limit;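 further: parasites exposed to compound for two days anaerobically before the ATP read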
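Giardia lamblia trophozoites (100 cells/well) were incubated with compounds for 48 h at 37 deg C under anaerobic conditions. Viability was read as ATP content by one-step luminescence after 15-30 min at room temperature.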
KCNH2 3.1 inh: inhibitors of human KCNH2 3.1 potassium channel isoform; activity change, % (tested at about 1.8 µM); U2OS KCNH2 3.1, thallium flux FluxOr; hits give low values; 340,000 tested, 0.95% active;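 active means maximum activity change below -70%; inconclusive means maximum activity change from -70% to -50%; inactive means maximum activity change above -50%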;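 further: thallium influx rate constant from kinetic fluorescence after stimulation buffer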
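Thallium flux via FluxOr fluorescence (Red40 quencher, 45 min loading) in U2OS cells virally expressing the KCNH2 3.1 isoform (1.77 x 10^8 /mL virus, overnight at 37 C). Rate constants from 2-min kinetic reads post-stimulation, normalised to positive and negative controls.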
USP2a inh: USP2a (human) protease inhibition; O75604; USP2 core, Ub-CHOP2 coupled fluorogenic reporter, 485/531; Potency, µM (series often up to 38.3 µM), without a hit: at the highest dose activity change, negative = inhibition, actives largely listed as inhibitors; 330,000 tested, 0.01% active; AID 463254;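 further: potency means the concentration at half of the fitted maximal effect; plate controls were DMSO wells for no effect and full inhibition by NEM control for full effect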
Target sequence (O75604 whole entry, looked up): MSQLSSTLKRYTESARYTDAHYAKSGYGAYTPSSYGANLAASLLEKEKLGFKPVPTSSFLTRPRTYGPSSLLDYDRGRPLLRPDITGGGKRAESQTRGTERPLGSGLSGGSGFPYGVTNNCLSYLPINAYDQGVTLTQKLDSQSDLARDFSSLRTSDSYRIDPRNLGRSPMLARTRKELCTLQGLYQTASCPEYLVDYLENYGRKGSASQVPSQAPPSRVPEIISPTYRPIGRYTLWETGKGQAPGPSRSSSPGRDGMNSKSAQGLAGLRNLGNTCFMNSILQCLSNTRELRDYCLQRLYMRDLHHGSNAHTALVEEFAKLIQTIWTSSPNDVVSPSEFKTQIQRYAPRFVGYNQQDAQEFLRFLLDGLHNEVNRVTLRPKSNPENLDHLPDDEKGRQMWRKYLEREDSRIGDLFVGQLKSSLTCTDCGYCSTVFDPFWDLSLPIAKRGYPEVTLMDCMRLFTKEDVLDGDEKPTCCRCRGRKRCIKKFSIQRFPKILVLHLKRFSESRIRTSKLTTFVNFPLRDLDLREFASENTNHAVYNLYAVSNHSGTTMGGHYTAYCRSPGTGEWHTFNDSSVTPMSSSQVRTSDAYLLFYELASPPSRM
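USP2 core (10nM final) preincubated 30min RT with compound in 20mM Tris-HCl pH 8.0, 2mM CaCl2, 2mM beta-mercaptoethanol, 0.05% CHAPS; 25nM Ub-CHOP2 plus 25nM reporter substrate added, fluorescence (Ex485/Em531) read after 60min.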
GALK inh: inhibitors of human galactokinase; AID 1868; Purified GALK, Kinase-Glo residual ATP luminescence; 270,000 tested, 0.007% active; Potency, µM (doses to about 57.5 µM), for inactives: top-dose activity change, negative = inhibition, actives largely listed as inhibitors; P51570; further: potency means the concentration at half of the fitted maximal effect
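5 nM enzyme, 35 uM ATP, 100 uM galactose, 20 mM HEPES pH8.0, 5 mM MgCl2; 1 h RT; residual ATP by Kinase-Glo Plus luminescence, qHTS format.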
Eya2 phos inh: blocks the phosphatase activity of human Eya2; O00167; recombinant Eya2, OMFP fluorescence dephosphorylation (OMFP is methylfluorescein phosphate); Potency, µM (highest dose often 76.9 µM), inactives show at the highest dose activity, negative = inhibition, actives largely listed as inhibitors; 330,000 tested, 0.006% active; AID 488837; further: potency means the concentration at half of the fitted maximal effect
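Eya2 protein (added as 0.2 uM solution) was preincubated with compound for 10 min at ambient temperature in 50 mM HEPES pH 7.5, 50 mM NaCl, 5 uM MgCl2, 0.05% BSA, 1 mM DTT. OMFP (added at 50 uM) then reacted 10 min; fluorescence read at 485/525 nm.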
BCR signal inh: blocks chronic active B-cell receptor signaling; Potency, µM (doses to about 46.1 µM), without a hit: at the top dose ratio change, negative = lower green/red ratio, most hits filed as inhibitors; 340,000 tested, 0.05% active; AID 493014; ABC-DLBCL IkBa-CBG/CBR reporter, luminescence ratio, 4 h; active means well fitted inhibition curve with a large enough effect in the signal ratio, with a control signal flat, not every such curve was filed as active; inconclusive means small, poorly fitted or top-dose-only effect, or effect the other way, or a change in a side signal; the % refers to the signal ratio;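 further: potency means the concentration at half of the fitted maximal effect; plate controls were basal doxycycline-induced cells for no effect and cells given 10 µM MG132 for full effect; MG132 reads +100%, hits lower the ratio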
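Doxycycline induced both beetle luciferases in TMD8 lymphoma cells; IKK-driven degradation limits the IkappaBalpha-fused green signal, while red luminescence normalises for cell number and nonspecific effects. Compounds tested up to 46 uM, 4 hrs.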
PKM2 activator: activators of human pyruvate kinase M2; P14618; purified PKM2, Kinase-Glo ATP luminescence, activation; response scale: 0% is enzyme alone, no compound; Potency, µM (titrated, usually from 57.5 µM), for the others: at the highest dose activation, most hits filed as activators; 260,000 tested, 0.34% active; further: potency means the concentration at half of the fitted maximal effect; nearly all actives have a fitted effect of over 55% in size
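hPK-M2, >95% pure; 0.1 mM ADP / 0.5 mM PEP final; imidazole pH7.2 buffer w/ 7 mM MgCl2, 50 mM KCl; 1 h RT; Kinase-Glo lum. Intermediate enzyme activity for dual inhibitor/activator qHTS.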
B2AR arrestin: beta2AR (human) beta-arrestin recruitment activity; P07550; beta-arrestin recruitment to beta2AR, cell-based reporter; Potency, µM (top dose mostly 46.1 µM), for the others: at the highest dose activation, actives largely listed as activators; 330,000 tested, 0.02% active;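 further: potency means the concentration at half of the fitted maximal effect; 0% = DMSO controls and full agonism = EC100 isoproterenol or metaproterenol; nearly all actives have a fitted effect of over 65% in size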
Target sequence (P07550 whole entry, looked up): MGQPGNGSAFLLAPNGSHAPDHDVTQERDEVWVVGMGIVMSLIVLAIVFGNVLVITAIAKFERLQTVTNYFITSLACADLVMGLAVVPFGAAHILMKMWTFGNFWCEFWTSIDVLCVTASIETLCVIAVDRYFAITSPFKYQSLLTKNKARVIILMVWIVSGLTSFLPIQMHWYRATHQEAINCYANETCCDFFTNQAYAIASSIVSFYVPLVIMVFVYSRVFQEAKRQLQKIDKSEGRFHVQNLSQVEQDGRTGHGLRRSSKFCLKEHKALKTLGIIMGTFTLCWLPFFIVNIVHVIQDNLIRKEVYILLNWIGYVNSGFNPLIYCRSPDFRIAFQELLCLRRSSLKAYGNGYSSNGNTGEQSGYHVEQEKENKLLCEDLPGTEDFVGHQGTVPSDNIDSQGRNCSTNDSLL
Coupling enz: inhibits coupling enzyme system, counter-screen for aldolase hits. coupling enzyme system counterscreen, AmpLite Red fluorescence. activity change, negative = inhibition, % at 58.2 µM, hits read low. 290,000 tested, 0.67% active; in the data active means activity change below about -30%
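Counterscreen of the coupled detection system alone, without aldolase: glyceraldehyde-3-phosphate coupling enzymes plus AmpLite Red readout. Compounds at 57.5 uM final, 10 min RT preincubation, 20 min RT reaction, fluorescence 525/598 nm.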
Numbers without * were called inactive; ? = inconclusive; . = not tested or not shown; [ ] = another dose, or the depositor's remark. Unless noted, the call rests on the fitted dose curve; in most records, active means well fitted curve in the direction sought with a large enough effect; inconclusive means small, poorly fitted or top-dose-only effect, or another doubt; inactive means no such curve, though single readings can be large; an effect the other way counts as inactive or inconclusive. Unless noted, on the % scale 0 is the no-effect control and ±100 the full control effect.

SMILES	hERG WT inh	uPA generation	Giardia kill	KCNH2 3.1 inh	USP2a inh	GALK inh	Eya2 phos inh	BCR signal inh	PKM2 activator	B2AR arrestin	Coupling enz
COc1cccc(-c2nnc(-c3ccccc3NC(=O)c3ccc(C(C)(C)C)cc3)o2)c1	3	0%	4	3	3%	-4%	-11%	-3%	0%	-0.5%	-2
CC(=O)Nc1cccc(NC(=O)c2ccc(C)c([N+](=O)[O-])c2)c1	-4	3%	-14	-1	3%	0%	8%	?	-1%	0.5%	-4
CCOC(=O)c1c(-c2ccc(C)o2)csc1NC(=O)CSc1ncn[nH]1	1	.	0	6	0%	-1%	4%	22%	?	-0.8%	1
O=C1NC(Cc2c[nH]c3ccccc23)C(=O)N1Cc1ccc(CN2C(=O)NC(Cc3c[nH]c4ccccc34)C2=O)cc1 (stereo not given)	2	9%	7	3	-2%	-1%	2%	?	4%	0.0%	-5
COc1ccc(CCCC(=O)Nc2cc(C)ccc2OC)cc1	-4	-7%	-17	-3	1%	-3%	14%	2%	4%	0.1%	-2
COC(=O)c1cc(NC(=O)CN2CCOCC2)cc(C(=O)OC)c1	-13	0%	0	10	1%	-1%	10%	5%	-1%	-0.2%	-2
COc1cc(/C=C/C(=O)OCC(=O)NCCc2ccc(S(N)(=O)=O)cc2)ccc1OCC#N	-8	0%	6	-14	1%	.	13%	-12%	.	-0.3%	.
CCC1CCCCN1CCn1c(=S)[nH]c2cc(OC)c(OC)cc2c1=O (stereo not given)	9	2%	1	22	0%	-1%	4%	-8%	-2%	0.5%	-3
O=C(CSc1nc(-c2ccccc2)cc(C(F)(F)F)n1)N1CCOCC1	1	5%	15	0	1%	0%	10%	4%	13%	-0.1%	2
O=C(CN1CCC(C(=O)c2cccc(Cl)c2)CC1)Nc1ccc(C(=O)O)cc1	-12	5%	13	-6	1%	5%	7%	2%	-5%	-0.4%	16
CCOc1ccc(NC(=O)c2ccc(CSc3nnc(C)s3)cc2)cc1	-10	-2%	10	10	1%	0%	7%	0%	0%	-0.9%	-1
Cc1ccc2c(c1)N(CC(=O)NC1CCC(C)CC1)C(=O)CO2 (stereo not given)	14	3%	7	-5	2%	2%	-2%	1%	-3%	0.5%	7
CCC(=O)Nc1cccc(C2=NOC3(C2)C[C@H](C(N)=O)N(C(=O)c2ccc(Cl)cc2)C3)c1 (stereo not given in full)	2	13%	-4	33	0%	-1%	-6%	-11%	-4%	0.5%	2
COc1ccc2[nH]c3c(c2c1)CCN1C(=O)C(CC(=O)NCCc2ccccn2)C[C@H](C(=O)N2CCOCC2)[C@@]31CCC1CCCC1 (stereo not given in full)	28	-8%	-20	0	1%	.	-2%	2%	.	-0.7%	.
CN(C)CCCN(C(=O)c1ccc(S(=O)(=O)N2CCCC2)cc1)c1nc2ccc(Br)cc2s1	12	-2%	6	-23	1%	4%	-10%	?	.	0.0%	.
COc1ccc(NC(=O)CCC(=O)NCCO)cc1	-2	2%	28	10	-2%	2%	2%	?	-2%	0.0%	0
CCOC(=O)C(C)Oc1cccc2c(=O)n(CC(=O)Nc3ccc(OCC)cc3)ccc12 (stereo not given)	14	-18%	-16	0	0%	0%	2%	-3%	-1%	0.1%	1
O=C(Nc1cc2ccccc2oc1=O)c1ccccc1	6	-10%	9	25	3%	12%	-10%	.	-36%	0.0%	3
CC1=CC(c2ccccc2)=NS(=O)(=O)N1	-7	-13%	-1	2	1%	.	8%	?	.	-0.9%	.
CN(C)C(=S)NC(=NCc1ccc([N+](=O)[O-])cc1)c1ccccc1	5	-7%	3	-11	2%	7%	4%	?	-4%[0.46 µM]	-0.4%	-3

Next section (5 carried over from the part before).
SMILES	hERG WT inh	uPA generation	Giardia kill	KCNH2 3.1 inh	USP2a inh	GALK inh	Eya2 phos inh	BCR signal inh	PKM2 activator	B2AR arrestin	Coupling enz
COc1ccc(NC(=O)CCC(=O)NCCO)cc1	-2	2%	28	10	-2%	2%	2%	?	-2%	0.0%	0
CCOC(=O)C(C)Oc1cccc2c(=O)n(CC(=O)Nc3ccc(OCC)cc3)ccc12 (stereo not given)	14	-18%	-16	0	0%	0%	2%	-3%	-1%	0.1%	1
O=C(Nc1cc2ccccc2oc1=O)c1ccccc1	6	-10%	9	25	3%	12%	-10%	.	-36%	0.0%	3
CC1=CC(c2ccccc2)=NS(=O)(=O)N1	-7	-13%	-1	2	1%	.	8%	?	.	-0.9%	.
CN(C)C(=S)NC(=NCc1ccc([N+](=O)[O-])cc1)c1ccccc1	5	-7%	3	-11	2%	7%	4%	?	-4%[0.46 µM]	-0.4%	-3
O=[N+]([O-])c1cc(/C=N/N2CCOCC2)cs1	15	-10%	-4	12	0%	5%	-5%	?	.	-1.1%	1
Cc1ncc(N=Nc2ccccc2)c(-c2ccccc2)n1	4	1%	-27	-2	2%	2%	11%	10%	-4%	0.5%	3
COc1ccc(NC(=O)c2ccc(NC(=O)c3ccncc3)cc2)cc1	3	-1%	-16	7	0%	-6%	2%	-2%	0%	-0.6%	0
CCOC(=O)C1CCN(C(=O)C(=O)Nc2ccc3nc4n(c(=O)c3c2)CCCCC4)CC1	-14	1%	0	-4	2%	.	11%	-9%	1%	0.1%	-1
Cc1ccc(/C=C/C(=O)N(Cc2cccs2)C2CCS(=O)(=O)C2)cc1 (stereo not given)	-2	-2%	7	4	3%	4%	-22%	-4%	-3%	-0.1%	1
Cc1ccc(CC(=O)NCCS(=O)c2ccc(C)cc2)cc1 (stereo not given)	1	-2%	-10	-6	2%	9%	8%	10%	-3%	0.3%	3
Cc1ccc(NC(=O)c2cccc(OCc3c(C)noc3C)c2)cc1	2	-3%	-6	7	0%	0%	-16%	?	-11%	-0.1%	2
Cc1ccccc1-c1nc(CS(=O)CC(=O)NCCCN(C)c2ccccc2)c(C)o1 (stereo not given)	-10	-2%	7	4	-5%	0%	-5%	?	7%	-0.1%	.
CC(C)C[C@@H](CSc1ccccc1)N1CCN(CCc2ccccc2)CCC1=O	-77*	?	-22	-101*	-4%	.	-8%	11%	0%	-1.5%	3
O=C(Nc1ccc(Cl)cn1)C1CCN(c2ncnc3c2nc2n3CCCCC2)CC1	-3	-6%	-8	5	0%	-2%	7%	?	.	0.2%	1
CC(=O)Nc1c(O)nc(SCC(=O)Nc2nnc(CC(C)C)s2)[nH]c1=O	-10	-1%	-8	3	-2%	2%	-3%	-6%	1%	0.0%	-1
C/C(=N\NS(=O)(=O)c1ccc([N+](=O)[O-])cc1)c1c[nH]c2ccccc12	6	4%	2	17	0%	-1%	9%	-1%	-2%	0.3%	-2
O=C(CCC1CCCC1)N=C1SC2CS(=O)(=O)CC2N1c1ccccc1F (stereo not given)	-15	-1%	11	18	0%	-7%	4%	2%	.	-0.4%	.
COc1ccc(NC(=O)CSCC(=O)N(C)CC(=O)Nc2cccc3ccccc23)cc1	-1	1%	?	7	-2%	.	14%	-15%	.	-0.4%	.
O=C(Nc1nc(=S)ss1)c1ccc(Cl)cc1Cl	-1	11%	-2	26	-1%	-15%	16%	?	-3%	0.2%	3

A few values from the entries so far:
COc1ccc(NC(=O)c2ccc(NC(=O)c3ccncc3)cc2)cc1 in GALK inh = -6%
CCOC(=O)C1CCN(C(=O)C(=O)Nc2ccc3nc4n(c(=O)c3c2)CCCCC4)CC1 in hERG WT inh = -14
CC(=O)Nc1c(O)nc(SCC(=O)Nc2nnc(CC(C)C)s2)[nH]c1=O in GALK inh = 2%
O=C(CCC1CCCC1)N=C1SC2CS(=O)(=O)CC2N1c1ccccc1F (stereo not given) in B2AR arrestin = -0.4%
